Mtb RmlCD inh: M. tuberculosis RmlC/RmlD inhibition; P9WH09+P9WH11; RmlC+RmlD coupled enzyme assay, percent inhibition; primary screen in compound mixtures; inhibition, % at 3.6 µM; 160,000 tested, 0.03% active; in the data active means inhibition mostly above about 34%, no sharp cut-off; further: some results filed as inactive read as strong as hits
Target sequence (P9WH09 whole entry, looked up): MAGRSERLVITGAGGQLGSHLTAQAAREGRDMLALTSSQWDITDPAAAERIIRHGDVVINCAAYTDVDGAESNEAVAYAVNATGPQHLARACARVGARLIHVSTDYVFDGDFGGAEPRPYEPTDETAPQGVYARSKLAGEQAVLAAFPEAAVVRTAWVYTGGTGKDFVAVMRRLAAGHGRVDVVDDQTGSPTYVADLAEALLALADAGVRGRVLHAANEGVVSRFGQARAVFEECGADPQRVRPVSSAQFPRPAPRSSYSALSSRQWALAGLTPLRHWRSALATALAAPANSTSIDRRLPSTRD
Target sequence (P9WH11 whole entry, looked up): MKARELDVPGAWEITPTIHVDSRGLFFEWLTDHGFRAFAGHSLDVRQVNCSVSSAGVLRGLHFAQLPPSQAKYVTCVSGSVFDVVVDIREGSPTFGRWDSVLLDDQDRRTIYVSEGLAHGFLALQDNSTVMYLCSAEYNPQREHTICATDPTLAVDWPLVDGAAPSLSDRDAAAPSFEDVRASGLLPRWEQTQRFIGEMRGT
M. tuberculosis GlmU: inhibition of mycobacterial GlmU enzyme – biochemical, glucosamine-1-phosphate acetyltransferase (AID 1376); M. tuberculosis GlmU acetyltransferase enzyme assay; higher % means a stronger effect; inhibition, %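 (tested at 30 µM in the primary screen)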, or IC50 in µM where a hit was titrated; 220,000 tested, 0.25% active; in the data active means inhibition above about 13%;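 further: 0% = complete reaction with vehicle and 100% = reaction without substrate; strong numbers were not always called active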
* = called active by the depositor; · = not tested or not shown. This is a subset; rates above refer to the full screens.

molecule,Mtb RmlCD inh,M. tuberculosis GlmU
Cc1cccc(OCc2nnc(SCC(=O)N3CCc4ccccc43)n2C)c1,·,0.7%
CN(Cc1ccco1)C(=O)C(Cc1ccccc1)NS(=O)(=O)c1ccc2c(c1)CCC(=O)N2 (stereo not given),·,-3.5%
COc1ccc(-c2[nH]ncc2/C=C(/C#N)C(=O)NC2CCCCC2)cc1,3,-5.3%
CC(=O)Nc1ccc(N2C(=O)CC(N3CC(C)OC(C)C3)C2=O)cc1 (stereo not given),·,-1.2%
Cc1csc(NC(=O)CSc2nnc(-c3ccco3)n2C)n1,-8,0.8%
CCC(C)[C@H]1CNC(=S)N1CCc1cc(C(F)(F)F)cc(C(F)(F)F)c1 (stereo not given in full),·,-3.8%
CCOC(=O)CNC(=S)N1CCn2c(nc3ccccc32)C1,-14,-1.8%
O=C(Nc1ccc(Br)cc1)C1CCC(=O)N1Cc1ccccc1Cl (stereo not given),·,6.8%
CC(C)(C)c1nnc(NS(C)(=O)=O)s1,·,2.2%
O=C1COCC(=O)N1CCc1c[nH]c2ccccc12,·,-4.0%
CCCC(C)c1nnc(NC(=O)CN2C(=O)c3ccccc3C2=O)s1 (stereo not given),11,1.5%
COC(=O)Cn1nc(-c2ccccc2)c2ccccc21,-11,1.4%
N#CCCn1cc(C(=O)Nc2ccc(C(=O)O)cc2)c(-c2cc3ccccc3o2)n1,-6,-1.3%
CC(C)c1ccc(O)c(NC(=O)c2cncc(Br)c2)c1,5,-0.2%
CN1C(C(=O)NCc2cccc(C(F)(F)F)c2)CC2Cn3c(nc4cc(Cl)c(Cl)cc43)C21 (stereo not given),·,-3.1%
O=C(CCSc1nnc(-c2ccncc2)o1)Nc1ccccc1Cl,10,-7.5%
Cc1cccc(-n2nc(C)c3c2NC2=C(C(=O)CCC2)C3c2ccccn2)c1 (stereo not given),13,3.2%
CCN(CC)CCNC(=O)c1ccccc1C(=O)c1ncc[nH]1,·,4.4%
O=C(Cc1ccccc1)NNC(=S)Nc1ccccc1,-2,0.7%
COC(=O)CSCc1nc2ccccc2[nH]c1=O,·,6.2%

(continued)
molecule,Mtb RmlCD inh,M. tuberculosis GlmU
CC(=O)OC[C@]12CCC(C)=C[C@H]1O[C@@H]1[C@H](O)[C@@H](OC(C)=O)[C@@]2(C)[C@]12CO2,·,-2.0%
COc1ccc(C(=O)c2sc3nc(-c4ccc(OC)cc4)ccc3c2N)cc1,·,-3.0%
c1ccc(CCc2nc(-c3cccnc3)no2)cc1,·,5.8%
Cc1ccc(CNC(=O)CCCCn2c(=O)[nH]c3ccsc3c2=O)cc1,3,2.4%
Fc1cccc(Cc2noc(CN3CCOCC3)n2)c1,11,-1.5%
COC(=O)Cc1ccc(NC(=S)N2CCCC(CO)C2)cc1 (stereo not given),99,1.7%
Cc1nc2ncnn2c(C)c1CCC(=O)N1CCc2ccccc21,3,-3.8%
CCOC(=O)C(NC(=O)CC(C)C)(Nc1sc2c(c1C(N)=O)CCCC2)C(F)(F)F (stereo not given),·,1.2%
CCCCSc1nc(CCC)cc(=O)[nH]1,-11,3.5%
C=C(c1ccc(OCCO)cc1)c1ccc(OCCO)cc1,·,1.7%
Cc1cccc(NC(=O)N(Cc2nc3ccccc3c(=O)[nH]2)C2CCCC2)c1,-13,-1.8%
O=C(CNC(=O)c1ccc(Cl)cc1Cl)NCC(=O)Nc1ccccc1N1CCOCC1,·,-9.1%
CCOC(=O)N1CCN(C(=O)CSCC(=O)N=c2sc3ccccc3n2C)CC1,46,5.6%
CCCC1CC(C#N)N(N(C)C)C1=C(C#N)C#N (stereo not given),11,-6.8%
CCCCOC(=O)C1C2C=C[C@]3(CN(C(C)c4ccc(OC)cc4)C(=O)[C@H]13)O2 (stereo not given in full),·,1.8%
CCOc1ccc(N2C(=O)CN(c3cccc4ccccc34)C2=S)cc1,7,-4.0%
Cc1cccc(OCC(=O)NC(=S)Nc2ccc(S(=O)(=O)NC3CCCCC3)cc2)c1,0,-1.9%
CCN(c1ccc(NC(=O)COC(=O)c2ccc(C)s2)cc1)C(C)C,-6,1.8%
CCN(CC)C(=S)NC(=O)C12CC3CC(CC(C3)C1)C2,-9,0.9%
CCC(C)OC(=O)n1ccc(C(=O)Nc2nccs2)n1 (stereo not given),9,6.4%

(list continues)
molecule,Mtb RmlCD inh,M. tuberculosis GlmU
C=CCn1c(O)c(/C=C/C=Nc2ccccc2)c(=O)[nH]c1=O,-11,-2.7%
CC(C)Sc1nc2ncnc(N)c2[nH]1,-16,-2.6%
COc1ccc(OC)c(S(=O)(=O)N(C)CC(=O)Nc2ccc3c(c2)OCO3)c1,-8,0.0%
O=C(O)CNc1ccccc1C(=O)O,·,1.1%
CC(C)CNC(=O)c1ccccc1Oc1ccccc1,·,6.2%
COc1ccc(-c2cc(-c3ccc(O)cc3)nc(N)c2C#N)cc1OC,-3,-5.1%
CCN(CC)P(=O)(Nc1ccc(SC(F)F)cc1)c1ccc(N(C)C)cc1NC(=O)c1ccco1 (stereo not given),2,5.4%
CCOc1ccccc1/C=C(/NC(=O)c1ccccc1)C(=O)NC(C)c1ccccc1 (stereo not given),·,3.1%
C=CCNC(=S)/C(=C(\[O-])c1ccc(Cl)cc1)[n+]1ccccc1,-6,·
COc1ccc(C(C)(C)C)cc1NC(=O)CNc1cccc2ccccc12,4,3.6%
Cc1cc(C)c(NC(=O)c2ccc(CN3CCc4ccccc4C3)cc2)c(C)c1,·,0.0%
Cc1cccc2c(CC(=O)O)noc12,-11,-1.2%
CCC(C)NC(=O)CC(c1ccc(OC)cc1)n1cccc1 (stereo not given),·,-1.3%
CCCC(=O)Nc1cc(C)c2c(=O)oc3ccccc3c2n1,·,-0.5%
OC[C@@H](O)CCl,·,-3.4%
CC1(c2nnc(-c3ccccc3)o2)CC(c2ccc(Cl)cc2)=NO1 (stereo not given),·,-6.0%
CCOC(=O)c1nc2ccccc2c(=O)[nH]1,14,-2.1%
COc1cccc(OCC(=O)NNC(=O)C(=O)N2CCCC2)c1,-7,-4.6%
Cc1nc2c(=O)[nH]c3ccccc3c2o1,16,1.0%
COc1ccc(CCNC(=O)Cc2ccc(OCc3ccccc3)c(OC)c2[N+](=O)[O-])cc1OCc1ccccc1,11,·

Carrying on.
molecule,Mtb RmlCD inh,M. tuberculosis GlmU
CC(C)(C)C(=O)c1cnc(Nc2ccccc2)s1,·,2.9%
C1=C(c2ccccc2)N2CCN=C2S1,·,5.3%
O=C(NNC(=S)NC(=O)c1ccccc1[N+](=O)[O-])c1ccccc1,·,-0.5%
Cc1ccccc1N=C1NC(=O)/C(=C/c2cccnc2)S1,5,2.7%
Cn1ccnc1Sc1cc(NCCCO)c([N+](=O)[O-])c2nonc12,7,3.5%
CCOC(=O)c1nnn2c1nc(SCC(C)=O)c1ccccc12,-13,2.9%
COc1ccc(OC)c(C(=O)c2ccc(C(=O)Nc3cccc4ccccc34)cc2)c1,30,-1.1%
COc1ccccc1-n1cnnc1SC(C)C(=O)Nc1cccc([N+](=O)[O-])c1 (stereo not given),9,0.9%
Cc1sc2nc(SC3CCOC3=O)n(Cc3ccccc3)c(=O)c2c1C (stereo not given),·,-2.9%
Cc1nnc(NC(=O)CSc2nnc(CNC(=O)c3ccccc3)n2-c2ccccc2)s1,16,0.0%
CCOC(=O)C1CCN(c2c(NCCN(CC)c3ccccc3)c(=O)c2=O)CC1,·,11%
CCC(CC)C(=O)NCCc1ccc(S(N)(=O)=O)cc1,13,·
O=C(c1ccccc1)N1CCN(c2ccc(NCc3ccc4c(c3)OCO4)cc2)CC1,·,0.7%
COc1ccc(N2CCN(C(=S)Nc3ccc(C)cc3C)CC2)cc1,10,2.7%
CC(C)NC(=O)NC(=O)CSc1nnc(COc2ccccc2F)n1C(C)C1CC2CCC1C2 (stereo not given),26,-1.4%
O=C(N/N=C/c1ccccc1C(=O)O)c1cccc(S(=O)(=O)Nc2cc(Cl)ccc2Cl)c1,·,9.8%
CC1CCC2(CC1)SCC(=O)N2c1ccccc1 (stereo not given),·,12%
O=c1oc2ccccc2n1Cn1c(=O)oc2ccccc21,·,0.8%
Cc1ccccc1C(O)c1ccncc1 (stereo not given),37,0.1%
Cc1cc(NS(=O)(=O)c2ccc(NC(=O)CSc3nc4ncc(Br)cc4[nH]3)cc2)nc(C)n1,6,4.0%

Given as labelled records: 4 of the compounds above.
CCC(CC)C(=O)NCCc1ccc(S(N)(=O)=O)cc1
  Mtb RmlCD inh = 13	M. tuberculosis GlmU = ·
O=C(c1ccccc1)N1CCN(c2ccc(NCc3ccc4c(c3)OCO4)cc2)CC1
  Mtb RmlCD inh = ·	M. tuberculosis GlmU = 0.7%
COc1ccc(N2CCN(C(=S)Nc3ccc(C)cc3C)CC2)cc1
  Mtb RmlCD inh = 10	M. tuberculosis GlmU = 2.7%
CC(C)NC(=O)NC(=O)CSc1nnc(COc2ccccc2F)n1C(C)C1CC2CCC1C2 (stereo not given)
  Mtb RmlCD inh = 26	M. tuberculosis GlmU = -1.4%

Carrying on:
molecule,Mtb RmlCD inh,M. tuberculosis GlmU
COc1ccc(N(CC(=O)NN=C2CCCCCCC2)S(=O)(=O)c2ccccc2)cc1,·,2.2%
Cc1cccc(C(=O)O/N=C(/c2ccccc2)c2ccncc2)c1,-3,3.0%
Cc1ccccc1-c1nnc(SCc2ccc(F)cc2)o1,8,·
Cc1noc(NS(=O)(=O)c2ccc(NC(=O)CSc3nc4c(cc3C#N)CCCC4)cc2)c1C,·,-0.8%
CCN(c1ccc(C(O)(C(=O)OC)C(F)(F)F)cc1)S(=O)(=O)c1ccc(C)cc1 (stereo not given),37,7.3%
Cc1onc(-c2c(Cl)cccc2Cl)c1C(=O)NN1CCCCCC1,-8,1.5%
COc1ccc(Oc2nc3ccccc3n(C)c2=O)cc1,10,-2.2%
Cc1ccc(OCC(=O)N2c3ccccc3CC2C)c([N+](=O)[O-])n1 (stereo not given),-1,-4.4%
O=C(Nc1cccc(S(=O)(=O)N2CCCCC2)c1)c1ccc([N+](=O)[O-])o1,5,-0.4%
CC1CCCN(CC(=O)c2ccc(Cl)c(Cl)c2)C1 (stereo not given),13,-3.2%
O=C(NCc1cn(-c2ccccc2)nc1-c1ccccc1)c1cccc([N+](=O)[O-])c1,3,-0.1%
CCc1nnc(NC(=O)CSc2nnc3c(C)cc4c(C)ccc(C)c4n23)s1,·,-0.7%
OCCCc1nc2n(n1)C(c1ccccc1)C=C(c1ccccc1)N2 (stereo not given),38,0.7%
CCCCCC(=O)Nc1nc(C)c(-c2csc(Nc3ccccc3OC)n2)s1,4,-1.9%
Cc1c(NC(=O)CC(O)(C(F)(F)F)C(F)(F)F)c(=O)n(-c2ccccc2)n1C,·,-4.2%
c1ccc(CCCN2CCN(CCOC(c3ccccc3)c3ccccc3)CC2)cc1,·,1.8%
CCC(C)NCCCOc1ccc(Cl)cc1C(C)(C)C (stereo not given),·,-5.1%
O=C1NCCCc2nc(Oc3ccccc3)sc21,·,7.6%
CN(Cc1cccs1)C(=O)CSc1nc(N)cc(N)n1,-12,6.8%
CCc1ccc(OCC(=O)NC2CC(C)(C)NC(C)(C)C2)cc1,·,0.7%

Profiles as entered above. Screens in order: Mtb RmlCD inh, M. tuberculosis GlmU
Listed for CCc1nnc(NC(=O)CSc2nnc3c(C)cc4c(C)ccc(C)c4n23)s1 → ·, -0.7%
Listed for CN(Cc1cccs1)C(=O)CSc1nc(N)cc(N)n1 → -12, 6.8%
Listed for CCC(C)NCCCOc1ccc(Cl)cc1C(C)(C)C (stereo not given) → ·, -5.1%
Listed for CCc1ccc(OCC(=O)NC2CC(C)(C)NC(C)(C)C2)cc1 → ·, 0.7%

(more compounds)
molecule,Mtb RmlCD inh,M. tuberculosis GlmU
CC(=O)c1cccc(N(C(=O)c2ccccn2)C(C(=O)NC2CCCCC2)c2cccs2)c1 (stereo not given),12,-3.9%
Cc1ccc(S(=O)(=O)N2CCCC(C(=O)NCCC3=CCCCC3)C2)cc1 (stereo not given),·,-3.6%
Cc1ccccc1-n1c(=S)[nH]c2nc3c(cc2c1=O)CCCC3,-14,0.9%
CN1C[C@@H]2C(c3ccc(C(F)(F)F)cc3)C3(c4ccccc4)CC2(C3)[C@H]1c1ccccc1 (stereo not given in full),·,-2.7%
CCNC(=S)N/N=C(\C)c1ccc2c(c1)OCCO2,1,1.4%
Clc1ccc(-n2nnc(-c3cccnc3Cl)n2)cc1Cl,·,-1.8%
CCN1CCN(CCCN(Cc2ccco2)C(=S)Nc2ccc(C)c(Cl)c2)CC1,-9,-9.0%
CCOC(=O)N/N=C/c1ccccc1F,-4,·
CCOC(=O)C(=NCCCN(C)C)NNc1ccc(Br)cc1,·,1.5%
O=C(NCCc1ccccc1)c1noc2c1CCc1ccccc1-2,19,3.4%
CCOC(=O)c1ccc(NC(=S)NC(=O)COc2ccccc2)cc1,2,0.5%
Fc1c(F)c(F)c(N/N=C/c2c[nH]c3ccccc23)c(F)c1F,-7,1.9%
Cn1c(=O)c2c(nc(N3CCOCC3)n2CCc2ccccc2)n(C)c1=O,·,4.2%
O=C(NC(N1CCCCCC1)C(Cl)(Cl)Cl)c1ccccc1Cl (stereo not given),-1,4.1%
CCOc1ccc(C(=O)Nn2cnnc2)cc1,11,-2.5%
Oc1ccc(-c2nccc(-c3ccc(Cl)cc3Cl)n2)cc1,·,-2.7%
